# High-throughput results from PubChem BioAssay.
# PTHR1 ag – PTHR1 (human) receptor agonism | Potency, µM (titrated, usually from 115 µM), for the others: at the highest dose activation, most hits filed as activators | actives 0.075% (n = 410,000) | HEK293 GP2 PTHR1 cells, GloSensor cAMP luminescence, 1 h | Q03431; also: potency is read from the fitted curve at half-maximal effect; nearly all actives have a fitted effect of over 55% in size; some results filed as inactive show a strong effect at the top dose; inactives centre near -15; many of its hits are not listed in these tables
#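 HEK-293-derived GP2 cells expressing PTHR1 and a GloSensor cAMP reporter, 3,000/well, plated overnight, given luciferin plus IBMX (each 0.5 mM as added) for 1 h at 37 °C, then compound for 1 h at 37 °C. Luminescence was read after 15 min at room temperature.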
# GLP1R cytotox – cytotoxicity in counter-screen for GLP-1R inverse agonists. actives 0.13% (n = 410,000). HEK293 cAMP-luciferase reporter cells, luminescence, 24 h. Potency, µM (top dose mostly 38.3 µM), inactives show at the top dose activity change, negative = inhibition, hits mostly inhibitors;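 also: loss of luciferase light is scored as toxicity; potency is read from the fitted curve at half-maximal effect; % is scaled to controls: 0 for no effect and ±100 for the full control effect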
#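 To flag toxic compounds, the library was rerun on cells for 24 hr at 37 deg C and 5% CO2. Viability-linked luminescence was captured 12 min after adding luciferase detection reagent.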
# PI5P4K alpha inh – blocks human PI5P4K alpha kinase activity | P48426 | PI5P4Kalpha enzyme, ADP-Glo luminescence, 60 min; hits give low values | actives 1.2% (n = 330,000) | max response, %; active = max response of -50% or lower; inconclusive = between -30% and -50%; inactive = -30% or higher; also: value at the top dose of about 77 µM; % is scaled to controls: 0 for no effect and ±100 for the full control effect
# Target sequence (P48426 whole entry, looked up): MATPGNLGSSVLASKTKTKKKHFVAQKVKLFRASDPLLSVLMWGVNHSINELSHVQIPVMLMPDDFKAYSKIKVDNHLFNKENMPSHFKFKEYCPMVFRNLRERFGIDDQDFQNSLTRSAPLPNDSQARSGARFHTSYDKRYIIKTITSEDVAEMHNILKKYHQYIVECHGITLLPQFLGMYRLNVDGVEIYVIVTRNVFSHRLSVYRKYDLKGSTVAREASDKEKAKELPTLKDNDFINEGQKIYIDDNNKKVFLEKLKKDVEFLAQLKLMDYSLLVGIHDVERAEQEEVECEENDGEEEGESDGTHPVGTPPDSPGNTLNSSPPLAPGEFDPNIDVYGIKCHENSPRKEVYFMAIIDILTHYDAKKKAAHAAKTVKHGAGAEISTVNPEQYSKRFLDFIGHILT
#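 ADP-Glo luminescence end-point read after a 60 min room-temperature kinase reaction of PI5P4Kalpha plus substrate, initiated with ATP at 5 microM final. Buffer: 0.038 M HEPES pH 7.4, EGTA, 0.1% CHAPS, 5% DMSO.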
# IL-2 act – activators of IL-2. IL-2 activation reporter assay, cell-based qHTS; stimulated with anti-CD3/CD4/CD28 beads; in transgenic mouse T cells. activation, % (series mostly up to about 46 µM). actives 0.065% (n = 360,000). AID 652025; in the data active = activation above about 50%; inconclusive = mostly about 30% to 49%; also: 0% is about no effect
#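 EGFP and DsRed fluorescence is measured by plate cytometry in unstimulated transgenic mouse T cells exposed to compound for 60 minutes, then stimulated 18 hours at 37 degrees C with anti-CD3/anti-CD4 beads plus anti-CD28.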
# EPAC1 antag – blocks human EPAC1 exchange factor; EPAC1 GEF assay, Rap1b-BODIPY-GDP exchange fluorescence; actives 0.14% (n = 360,000); Potency, µM (top dose mostly 115 µM), without a hit: at the top dose activity change, negative = inhibition, most hits filed as inhibitors; AID 720709;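 also: potency is read from the fitted curve at half-maximal effect; plate controls were vehicle for no effect and positive control for full effect; nearly all actives have a fitted effect of over 50% in size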
# GLP-1R inv ag – inverse agonists of human GLP-1 receptor. HEK293 GLP-1R CRE-luciferase, luminescence, 24 h; GLP-1R form is constitutively active. Potency, µM (series often up to 38.3 µM), for the others: at the highest dose activity change, negative = inhibition, usual class: inhibitors. P43220. actives 1.6% (n = 410,000); also: potency is read from the fitted curve at half-maximal effect; % is scaled to controls: 0 for no effect and ±100 for the full control effect; nearly all actives have a fitted effect of over 55% in size
#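 Inverse agonists were sought by their lowering of basal cAMP reporter luciferase output in HEK293 cells stably carrying constitutively active human GLP-1R, after 24 h compound treatment.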
# EPAC1 ag – agonists of human EPAC1 | O95398 | EPAC1 agonist qHTS, biochemical assay; response scale: 100% = response to 6.5 mM cAMP | Potency, µM (top dose mostly 154 µM), without a hit: top-dose activation, most hits filed as activators | actives 0.073% (n = 360,000) | AID 720707; also: potency is read from the fitted curve at half-maximal effect; nearly all actives have a fitted effect of over 60% in size
#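 Multi-concentration qHTS readout: loss of Rap1B-bound BODIPY-GDP fluorescence driven by 100 nM EPAC1 with excess GDP (50 uM), monitored kinetically at room temperature; agonist response expressed relative to 6.5 mM cAMP.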
# GLP-1R agonist – GLP-1 receptor (human) agonism. HEK293 GLP-1R CRE-luciferase, luminescence, 4-6 h; cells express a hypersensitive GLP-1R form. Potency, µM (series often up to 45.6 µM), inactives show at the top dose activation, usual class: activators. actives 0.007% (n = 380,000). AID 624172; also: potency is read from the fitted curve at half-maximal effect; % of control where 0% means no effect
# PLK1 PBD inh – inhibitors of human PLK1 polo-box domain binding; Potency, µM, for the others: max response, negative = inhibition, actives largely listed as inhibitors; Plk1 PBD binding of FITC phosphopeptide, fluorescence polarization; actives 2.8% (n = 360,000); also: potency is read from the fitted curve at half-maximal effect; series mostly up to about 57 µM; % is scaled to controls: 0 for no effect and ±100 for the full control effect; nearly all actives have a fitted effect of over 65% in size
# Target sequence (P53350 whole entry, looked up, the tested form may be a part): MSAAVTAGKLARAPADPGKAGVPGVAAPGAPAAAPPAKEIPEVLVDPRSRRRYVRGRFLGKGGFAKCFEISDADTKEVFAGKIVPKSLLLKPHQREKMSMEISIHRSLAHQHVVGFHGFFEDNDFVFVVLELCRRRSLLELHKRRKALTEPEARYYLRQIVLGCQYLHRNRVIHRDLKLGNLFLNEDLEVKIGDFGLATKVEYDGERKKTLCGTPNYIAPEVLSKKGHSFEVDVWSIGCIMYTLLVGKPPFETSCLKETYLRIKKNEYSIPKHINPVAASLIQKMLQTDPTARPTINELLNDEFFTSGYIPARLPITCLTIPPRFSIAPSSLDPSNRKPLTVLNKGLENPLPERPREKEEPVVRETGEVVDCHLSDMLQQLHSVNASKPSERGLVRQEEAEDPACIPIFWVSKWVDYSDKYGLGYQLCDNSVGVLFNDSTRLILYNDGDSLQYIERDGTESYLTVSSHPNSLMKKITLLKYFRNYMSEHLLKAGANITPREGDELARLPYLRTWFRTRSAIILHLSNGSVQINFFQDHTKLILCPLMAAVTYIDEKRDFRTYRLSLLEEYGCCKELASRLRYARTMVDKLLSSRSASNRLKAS
# The depositor's hits bear a star; i = inactive; ? = inconclusive; . = not tested or not shown; & = joins results of further samples; [ ] = dose if it differs, or a comment. Unless noted, calls follow the shape of the dose curve; as a rule, active = well fitted curve in the direction sought with a large enough effect; inconclusive = small, poorly fitted or top-dose-only effect, or another doubt; inactive = no such curve, though single readings can be large; an effect the other way counts as inactive or inconclusive. The list is partial; the hit share may differ from the screen's.
1. COc1cc(C(=O)Nc2ccc(-c3nnc(-c4ccco4)o3)cc2)cc(OC)c1OC
2. Cc1nnc(NC(=O)CC(NC(=O)C(F)(F)F)c2ccccc2)s1 (configuration not stated)
3. COc1ccc(C(=O)NNC(=O)COc2ccc(Cl)cc2)c(OC)c1
4. COc1cc(O)c2c(=O)cc(-c3ccccc3)oc2c1
5. CCN1CCN(C(=O)c2cc3cc([N+](=O)[O-])ccc3oc2=O)CC1
6. N#C/C(=C/c1ccccc1OCc1ccc(F)cc1)c1ccc(C(=O)O)cc1
7. CCS(=O)(=O)CCn1c([N+](=O)[O-])cnc1C
8. COC(=O)C1=C(C)N(Cc2ccco2)C(=O)/C1=C\c1ccc([N+](=O)[O-])cc1
9. COc1ccc(N2CCN(C(=O)c3ccc(Cn4nc(C)c([N+](=O)[O-])c4C)o3)CC2)cc1
10. O=C(Cn1nnc2c(cnn2-c2ccc(F)cc2)c1=O)c1ccccc1F
assay / compound,1,2,3,4,5,6,7,8,9,10
PTHR1 ag,-34%,i,i,-33%[inhibitor],i,-20%,-16%,-38%[inhibitor],-25%,2%[57.5 µM]
GLP1R cytotox,1%,7%,6%,3%,?,-13%,-2%,?,-5%,70%[activator]
PI5P4K alpha inh,.,-4,5,2,-1,-16,6,-29,2,1
IL-2 act,-0.3,-5.3,0.4,-0.4,0.6,0.8,0.2,-3.7,-2.3,-1.3
EPAC1 antag,-3%,-5%,0%,?,8%,4%,4%,-23%,8%,0%
GLP-1R inv ag,0%,0%,-1%,24%,-5%,14%,6%,5%,-1%,2%
EPAC1 ag,-6%,1%,5%,-18%,4%,7%,-32%,4%,4%,-4%
GLP-1R agonist,12%,1%,-19%,13%,0%,0%,3%,-1%,2%,1%
PLK1 PBD inh,2%,-16%,4%,-12%,-1%,?,3%,-27%,-5%,-3%

11. COc1cc(OC)c(N(C)C(=O)Nc2cn(CC(C)C)c(=O)c3ccccc23)cc1Cl
12. CCOC(=O)CN(C#N)c1nc(N(C)C)nc(N(C)C)n1
13. O=C1NC2(CCCCC2)Oc2ccccc21
14. CNC(=O)C[C@H]1C(=O)N(c2ccc(OC)cc2)C[C@@H]1CSC
15. O=C(CCN1C(=O)c2ccccc2C1=O)Nc1sc2c(c1C(=O)NCc1ccco1)CCCC2
16. CCCS(=O)(=O)NC(=O)C1(C)CCN(C(=O)c2ccc(C#N)cc2)C1 (configuration not stated)
17. Fc1ccc(CNCc2ccccc2Cl)cc1
18. Cc1nnc(SCC(=O)N(CC(C)C)c2c(N)n(Cc3ccccc3)c(=O)[nH]c2=O)n1N
19. NS(=O)(=O)c1ccc(O)c(NC(=O)c2ccc([N+](=O)[O-])o2)c1
20. COc1ccc(C(=O)N/C(=C\c2ccccc2)C(=O)Nc2cccc(C(=O)O)c2)cc1
assay / compound,11,12,13,14,15,16,17,18,19,20
PTHR1 ag,-15%,-20%,17%[57.5 µM],1%,-18%[57.5 µM],-14%,-3%,i,i,i
GLP1R cytotox,-2%,-8%,-10%,1%,-12%,-9%,-6%,-6%,-13%,1%
PI5P4K alpha inh,.,-8,0,-1,.,-2,0,-4,?,4
IL-2 act,.,-0.4,0.5,-3.8,-1.2,0.0,-1.8,-1.1,-2.0,-0.5
EPAC1 antag,.,-12%,-5%,3%,-5%,-3%,-11%,-3%,1%,-16%
GLP-1R inv ag,-17%,-15%,-10%,3%,0%,17%,-7%,0%,26%,12%
EPAC1 ag,.,-6%,0%,-1%,10%,-7%,8%,-1%,10%,10%
GLP-1R agonist,11%,0%,3%,-2%,4%,-2%,7%,4%,6%,-5%
PLK1 PBD inh,.,-3%,-3%,0%,-6%,2%,4%,-2%,4.2µM*,-2%

# From entry 15 to 20, as listed above:
15. O=C(CCN1C(=O)c2ccccc2C1=O)Nc1sc2c(c1C(=O)NCc1ccco1)CCCC2
16. CCCS(=O)(=O)NC(=O)C1(C)CCN(C(=O)c2ccc(C#N)cc2)C1 (configuration not stated)
17. Fc1ccc(CNCc2ccccc2Cl)cc1
18. Cc1nnc(SCC(=O)N(CC(C)C)c2c(N)n(Cc3ccccc3)c(=O)[nH]c2=O)n1N
19. NS(=O)(=O)c1ccc(O)c(NC(=O)c2ccc([N+](=O)[O-])o2)c1
20. COc1ccc(C(=O)N/C(=C\c2ccccc2)C(=O)Nc2cccc(C(=O)O)c2)cc1
assay / compound,15,16,17,18,19,20
PTHR1 ag,-18%[57.5 µM],-14%,-3%,i,i,i
GLP1R cytotox,-12%,-9%,-6%,-6%,-13%,1%
PI5P4K alpha inh,.,-2,0,-4,?,4
IL-2 act,-1.2,0.0,-1.8,-1.1,-2.0,-0.5
EPAC1 antag,-5%,-3%,-11%,-3%,1%,-16%
GLP-1R inv ag,0%,17%,-7%,0%,26%,12%
EPAC1 ag,10%,-7%,8%,-1%,10%,10%
GLP-1R agonist,4%,-2%,7%,4%,6%,-5%
PLK1 PBD inh,-6%,2%,4%,-2%,4.2µM*,-2%

# Additional records follow.
21. CCOc1ccc(-c2noc(=O)[nH]2)cc1
22. O=C(N/C=C/c1ccccc1)Nc1ccc(Cl)cc1
23. COc1ccccc1N1CCN(C(=O)c2c(-c3c(Cl)cccc3Cl)noc2C)CC1
24. CCn1cc(C2N3CC4(C)CN2CC(C)(C3)C4=O)c2ccccc21 (configuration not stated)
25. COC(=O)c1coc(-c2ccc(C)cc2)c1C(=O)OC
26. COc1ccc(NC(=O)CN(Cc2ccccc2)S(C)(=O)=O)cc1OC
27. COc1cccc(-c2sc3ccc(OC)cc3c2-c2ccc(OCCN(C)C)cc2)c1
28. CC1CCc2c(sc3nc(C(C)(C)C)nc(N4CCN(C(=O)CCl)CC4)c23)C1 (configuration not stated)
29. O=C(NCc1ccncc1)C1Cc2c(-c3ccccc3Oc3ccccc3)ccnc2O1 (configuration not stated)
30. COc1ccc(S(=O)(=O)n2oc(=O)cc2-c2ccccc2)cc1
assay / compound,21,22,23,24,25,26,27,28,29,30
PTHR1 ag,i,-52%[inhibitor],i,i,-23%,i,5%,-38%[inhibitor],-45%[inhibitor],i
GLP1R cytotox,-1%,0%,-2%,4%,4%,-11%,3%,?,-5%,-2%
PI5P4K alpha inh,-6,-7,-5,-2,6,3,35,19,-3,-1
IL-2 act,-2.8,-4.9,1.2,-1.5,-1.1,-1.0,-0.8,-4.1,-0.6,-0.3
EPAC1 antag,2%,-8%,-19%,-3%,-7%,-1%,0%,?,-14%,6%
GLP-1R inv ag,5%,-6%,-26%,1%,2%,16%,-34%,?,?,6%
EPAC1 ag,-5%,-1%,10%,-5%,-8%,0%,-14%,-10%,3%,2%
GLP-1R agonist,-11%,2%,4%,6%,14%,12%,-10%,-3%,0%,-2%
PLK1 PBD inh,-2%,-13%,-11%,-20%,-9%,-9%,-4%,-9%,-10%,-17%

31. C[C@@H]1CN([C@@H](C)CO)C(=O)CCCn2nncc2CO[C@H]1CN(C)Cc1ccc(-c2ccccc2)cc1
32. O=S(=O)(Nc1cc(S(=O)(=O)N2CCOCC2)ccc1O)c1ccc2c(c1)OCCCO2
33. Cc1ccccc1CSc1nc(-c2ccccc2)cc(=O)[nH]1
34. CCn1c(COc2ccccc2C)nnc1SCC(=O)CC(=O)Nc1ccccc1OC
35. Cc1sc2nc(COC(=O)C(NC(=O)c3ccc(Cl)cc3Cl)C(C)C)[nH]c(=O)c2c1C (configuration not stated)
36. O=[N+]([O-])c1cccc(OCCN2CCC(Cc3ccccc3)CC2)c1
37. O=C(NS(=O)(=O)c1ccc(Cl)s1)c1ccccc1
38. CCCC1(C(=O)OC)NC(c2ccc(OC)c(OC)c2)C2C(=O)N(c3ccc4c(c3)OCO4)C(=O)C21 (configuration not stated)
39. COc1ccc(OC)c(S(=O)(=O)Nc2ccccc2C(=O)N2CCCCC2)c1
40. CCc1ccc(NS(=O)(=O)c2c(C)nc3sc(CC)nn3c2=O)cc1
41. NCCCC[C@H]1CNC(=O)C(=O)N1CCC12CC3CC(CC(C3)C1)C2
42. CCC1Nc2ncnc(N3CCCCC3)c2N(Cc2ccccc2)C1=O (configuration not stated)
43. OCCC1CN(Cc2cnc(N3CCCC3)s2)CCN1Cc1ccccc1 (configuration not stated)
assay / compound,31,32,33,34,35,36,37,38,39,40,41,42,43
PTHR1 ag,-20%,-54%[inhibitor],-13%,-7%[57.5 µM],-8%,i,-15%,15%[57.5 µM],-17%,i,i,-24%,i
GLP1R cytotox,14%,-16%,34%[activator],17%,4%,?,2%,3%,0%,-1%&4%,7%,0%,-11%
PI5P4K alpha inh,6,?,-7,.,7,-7,2,.,13,-20,0,-3,-2
IL-2 act,2.5,0.4,0.0,0.6,-0.9,-1.3,0.0,-1.3,-5.0,0.8,-0.1,-3.4,-1.7
EPAC1 antag,6%,4%,-3%,-23%,11%,-10%,-26%,0%,-18%,3%,-8%,-8%,-8%
GLP-1R inv ag,14%,-14%,9%,4%,11%,?,-1%,0%,-2%,3%&-19%,30%[activator],?,-29%
EPAC1 ag,10%,-6%,11%,19%,-12%,2%,6%,5%,6%,-9%,11%,-14%,-2%
GLP-1R agonist,10%,-3%,1%,-6%,0%,3%,-4%,6%,8%,-7%,-1%,-2%,-1%
PLK1 PBD inh,?,4.7µM*,-8%,-5%,-25%,-14%,-14%,-1%,-5%,0%,-2%,-15%,-3%

# Marked active in PLK1 PBD inh (from the list above):
item	Structure	PTHR1 ag	PI5P4K alpha inh	IL-2 act	EPAC1 antag	GLP-1R inv ag	EPAC1 ag	GLP-1R agonist	PLK1 PBD inh
19	NS(=O)(=O)c1ccc(O)c(NC(=O)c2ccc([N+](=O)[O-])o2)c1	i	?	-2.0	1%	26%	10%	6%	4.2µM*
32	O=S(=O)(Nc1cc(S(=O)(=O)N2CCOCC2)ccc1O)c1ccc2c(c1)OCCCO2	-54%[inhibitor]	?	0.4	4%	-14%	-6%	-3%	4.7µM*
